PhoP inhibition = inhibitors of PhoP regulon expression, primary screen, Salmonella Typhimurium, GFP reporter (AID 1863); one-dose inhibition, % at 50 µM; IC50 in µM for titrated hits; actives 0.16% (n = 300,000); S. Typhimurium PhoP-regulated promoter GFP reporter, 4 h; higher % means a stronger effect;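 active = inhibition over 29.93%, a cutoff 3 SD above the screen mean, later confirmed by dose response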;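 note: 0% = low Mg2+ inducing control and 100% = high Mg2+ repressing control; strong numbers were not always called active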
SIAH1 antagonists = blockers of Siah-1 interaction with plectin peptide – biochemical, fluorescence polarization, rhodamine-plectin, uHTS, primary screen (AID 1817). Siah-1 / rhodamine-plectin peptide fluorescence polarization; higher % means a stronger effect. one-dose displacement, % at 20 µM; IC50 in µM for titrated hits. actives 0.02% (n = 290,000);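 active = displacement of at least 50% at 20 µM, with a fluorescence ratio check between 0.3 and a set limit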;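 note: plate controls were Siah plus tracer with DMSO for no effect and tracer alone without Siah for full effect; strong numbers were not always called active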
HEK293 NOD2/NF-kB = inhibition of NOD2-driven NF-kB reporter – cell-based, luminescence, uHTS, HEK293 (AID 1566); HEK293 NOD2/NF-kB luciferase reporter, luminescence; higher % means a stronger effect; one-dose inhibition, % at 4 µM; EC50 in µM for titrated hits; actives 0.63% (n = 290,000); note: many of its hits are not listed in these tables
NOD1 inhibition = NOD1 signaling inhibitors, primary screen, cell-based, luminescence, uHTS (AID 1578); NOD1-driven NF-kB luciferase reporter cells, luminescence; higher % means a stronger effect; inhibition, % at 4 µM; hits with a dose series show EC50 in µM; actives 1% (n = 290,000); in the data active = inhibition mostly above about 36%, no sharp cut-off; inactive = mostly below about 34%;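 note: HEK-293T reporter cells stimulated with the NOD1 agonist gamma-tri-DAP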
HIV fusion peptide = cell-free HIV fusion peptide-binding blockers – biochemical, uHTS, fluorescence dequenching, primary screen (AID 1986). inhibition, % at 20 µM; hits with a dose series show IC50 in µM. cell-free peptide binding, fluorescence dequenching, 30 min; higher % means a stronger effect. actives 0.3% (n = 290,000); in the data active = inhibition mostly above about 52%, no sharp cut-off; inactive = mostly below about 76%; note: some results filed as inactive read as strong as hits
Myeloid diff MLP = myeloid differentiation induction | ER-HoxA9 myeloid progenitors, lysozyme-GFP differentiation, flow cytometry | calls only at 10 µM | actives 1% (n = 360,000) | AID 624256;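 active = normalized GFP-positive differentiation at or above the plate's own cutoff, the solvent-only control mean plus 3 SD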;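 note: cells exposed to compound for four days before flow analysis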
LYP inhibition = inhibitors of LYP phosphatase, biochemical, fluorescence intensity, uHTS (AID 1779); recombinant LYP phosphatase, fluorescence intensity; higher % means a stronger effect; inhibition, % at 11.5 µM; hits with a dose series show IC50 in µM; actives 0.054% (n = 290,000);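 note: plate controls were vehicle with enzyme for no effect and no enzyme for full effect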
KOR beta-arrestin-1 = kappa opioid receptor blockers – cell-based, luminescence, uHTS (AID 1778); actives 0.091% (n = 290,000); inhibition, % at 10 µM, or IC50 in µM where a hit was titrated; KOR beta-arrestin recruitment, luminescence, antagonist mode; higher % means a stronger effect; note: strong numbers were not always called active
KOR beta-arrestin-2 = kappa opioid receptor activators – cell-based, luminescence, uHTS, primary screen (AID 1777) | KOR beta-arrestin recruitment, luminescence; higher % means a stronger effect | one-dose activation, % at 10 µM; EC50 in µM for titrated hits | actives 0.02% (n = 280,000); in the data active = activation above about 50%, passing the limit was not always enough; note: a part of the inactive calls stands beside numbers as strong as those of hits
Myeloid diff MLP GFP+ MAC1+ % = recorded beside Myeloid diff MLP, whose call it bears; GFP+ MAC1+ double positive, %; measured here: differentiation confirmed by MAC1 staining
* hit, by the source's call; i = inactive; . = no result given; + = active, no number; & = joins results of further samples; [ ] = dose if it differs, or a comment. Cut-off read from the data, not from the text of the source, unless noted: active = inhibition above about 50%; inactive = the rest. This is a subset; the hit share may differ from the screen's.

SMILES	PhoP inhibition	SIAH1 antagonists	HEK293 NOD2/NF-kB	NOD1 inhibition	HIV fusion peptide	Myeloid diff MLP	Myeloid diff MLP GFP+ MAC1+ %	LYP inhibition	KOR beta-arrestin-1	KOR beta-arrestin-2
CC1CCCN(c2oc(-c3cccc4ccccc34)nc2C#N)C1 (stereo not drawn)	-8%	2%	-17%	-97%	-1.8%	i	3.8	-1%	-9%	1.8%
COc1cccc(C(=O)Oc2cccc(N3C(=O)C4C5CC(C(Br)C5Br)C4C3=O)c2)c1 (stereo not drawn)	-2%	-3%	-4%	-8%	-1.3%	i	0.7	6%	-18%	4.1%
Cc1ccccc1N(CC(=O)NCc1ccc2c(c1)OCO2)C(=O)C1CSC(=O)C1 (stereo not drawn)	2%	2%	4%	-8%	1.6%	i	0.3	-11%	-31%	-1.7%
Cn1cccc1/C=N/NC(=O)Cc1cccc2ccccc12	-2%	2%	20%	20%	0.2%	i	1.7	0%	19%	9.0%
Cc1ccc2nc(NC(=O)CNS(=O)(=O)c3ccc(Br)s3)sc2c1	-6%	3%	-24%	-17%	-1.3%	i	0.5	9%	14%	2.8%
Cc1ccc(NC(=O)c2ccco2)c(NC(=O)COc2ccccc2)c1	-3%	10%	15%	2%	2.3%	i	0.6	-9%	-11%	0.2%
COc1ccc(C2=NN(CCC(=O)NCC3CCCO3)C(=O)CC2)cc1 (stereo not drawn)	14%	1%	11%	-23%	0.1%	i	6.4	-14%	21%	-5.4%
Cn1nc(C(C)(C)C)cc1C(=O)NNC(=O)c1ccccc1Cl	-3%	-3%	25%	14%	0.7%	i	0.6	-12%	-6%	0.3%
Cc1ccc(NC(=O)Cn2nnc(C(=O)NCc3cccs3)c2N)cc1F	6%	3%	5%	-29%	-0.6%	+	6.0*	-10%	15%	1.9%
COc1ccc(-c2cc3c(=O)n(CC(=O)NCc4ccccc4OC)ncn3n2)cc1	.	2%	-3%	-29%	0.3%	i	4.5	-11%	-12%[20 µM]	-3.5%
O=C(O)CNC(=O)CC1S/C(=N/N=C2/NC(=O)CS2)NC1=O (stereo not drawn)	4%	9%	-1%	-22%	0.0%	i	0.2	-4%	-9%	-3.7%
CC1CCN(S(=O)(=O)c2ccc(NC(=O)CN3CCN(c4ccccc4)CC3)cc2)CC1	-14%	2%	9%	.	0.0%	i	1.1	7%	33%	9.8%
CC(=O)N(C(C)=O)n1c(C)nc2sc3c(c2c1=O)CCCC3	1%	5%	-8%	-38%	2.3%	i	0.5	-3%	-3%[20 µM]	.
CCc1cc[n+](/C(C(=S)Nc2cccc(C)c2)=C(/[O-])c2ccc(C)c([N+](=O)[O-])c2)cc1	-3%	-2%	3%	-26%	0.7%	i	0.6	7%	-2%	-3.3%
Cc1ccc(C(=O)COC(=O)COc2ccccc2C)cc1	1%	-1%	3%	13%	-1.2%	i	0.8	-3%	24%	-6.6%
O=C(C(Cc1ccccc1)N1C(=O)c2ccccc2C1=O)N1CCc2ccccc21 (stereo not drawn)	-1%	0%	-4%	-22%	0.7%	i	0.8	-2%	-4%	-5.8%
CCOC(=O)c1ccc(-n2[nH]c(-c3ccccc3)cc2=O)cc1	5%	7%	1%	-1%	29%	i	0.6	7%	25%	-0.8%
O=C(Cn1nc(-c2ccccc2Cl)ccc1=O)Nc1ccccc1-c1ccccc1	-4%	2%	13%	-29%	0.9%	i	0.4	-4%	-8%[20 µM]	.
CCN(C(=O)Nc1ccccc1)c1ccccc1	-9%	18%	11%	-36%	1.1%	i	0.9	-8%	-12%	2.5%
CCOC(=O)C1=C(Nc2cccc(Cl)c2)OCC1=O	-5%	0%	1%	-20%	8.5%	i	0.7	-9%	-2%	2.2%
Cc1ccc(C(=O)NCCn2c(N)c(C#N)c3nc4ccccc4nc32)cc1	4%	4%	10%	-10%	18%	+	1.0*	-14%	20%	1.0%
COc1ccc(N(C(=O)/C=C/c2ccc(OC)c(OC)c2)C2=CC3CCC(C2)N3C)cc1 (stereo not drawn)	10%	-5%	6%	-47%	0.1%	i	0.6	2%	-28%	-0.1%
Cc1ccccc1OCc1nnc(SCC(=O)Nc2ccc(N3CCOCC3)c(Cl)c2)n1C	-5%	-4%	2%	-45%	2.3%	i	0.3	3%	-26%	3.6%
COc1ccc2c(c1)c(=O)oc1cc(OCC(=O)NC3CCCCC3)ccc12	7%	6%	-2%	-77%	-0.7%	i	1.3	-4%	-14%	0.6%
Cc1cccc(C)c1NC(=O)C1CCCNC1 (stereo not drawn)	-8%	0%	-8%	-14%	0.8%	i	1.7	2%	-29%	-11%
O=C(CSc1nc2ccc(Nc3nc(N4CCCC4)nc(N4CCCC4)n3)cc2s1)NCc1ccco1	-5%	-2%	23%	-6%	0.7%	i	0.4	3%	-11%	2.1%
O=C(N/N=C\c1ccc(Cl)cc1)C1=NOC2COC3(CCN(c4ccc([N+](=O)[O-])cc4)CC3)OCC12 (stereo not drawn)	-1%	-1%	12%	8%	1.5%	i	0.6	-4%	6%	-1.9%
CC1CCN(C(=O)c2ccc(S(=O)(=O)Cc3ccccc3F)c([N+](=O)[O-])c2)CC1	-21%	4%	22%	44%	-1.0%	i	0.9	3%	20%	-2.4%
CN1CCCCC1CCN1c2ccccc2Sc2ccc(S(C)=O)cc21 (stereo not drawn)	-4%&-2%	3%	0%	-9%	-1.2%	i	4.1	-4%	17%	-2.0%
Cn1c(=S)oc2ccccc21	-2%	7%	10%	-8%	-1.0%	i	0.6	-7%	29%	-6.8%
COc1cc(NC(=O)c2sc3ncn(CC(=O)N4CCCCC4)c(=O)c3c2C)cc(OC)c1OC	3%	-1%	21%	-8%	-1.1%	i	2.8	-6%	-14%	-0.3%
Nc1[nH][nH]c(=O)c1N=Nc1ccc2c(c1)OCO2	8%	0%	-118%	-63%	-1.4%	i	0.3	-5%	23%[20 µM]	-5.3%
COc1cc(C2=NOC(C(=O)NCc3ccco3)C2)cc(OC)c1OC (stereo not drawn)	-1%	-3%	-31%	8%	-1.3%	i	19	-7%	-37%	-1.8%
Cc1ccc(Nc2nc(N)c(C#N)c(CC#N)c2C#N)cc1	-2%	2%	-11%	-37%	1.5%	i	0.5	1%	-36%[20 µM]	-7.2%
[O-]/[N+](=C\c1ccccc1)[C@@H]1CCCC[C@@H]1/[N+]([O-])=C/c1ccccc1	2%	-2%	18%	-17%	-2.8%	i	2.6	-4%	14%	-7.9%
COC(=O)c1ccccc1NC(=O)N1CCN(c2ccccc2)CC1	8%	15%	12%	-29%	-1.3%	i	0.2	-5%	-13%[20 µM]	-8.4%
CC(=O)N1C(C)(C)CC(=NOC(=O)c2ccc(C)cc2)CC1(C)C	-10%	-5%	17%	-7%	-0.8%	i	0.1	-9%	-4%[20 µM]	-4.2%
COc1ccc2[nH]c(=O)c(CN(CC3CCCO3)C(=O)Nc3ccccc3)cc2c1 (stereo not drawn)	19%	-2%	11%	4%	-0.5%	i	2.1	-6%	10%	0.7%
CC(=O)NCC1CCCN(c2nc3nonc3nc2N(C)Cc2ccccc2)C1 (stereo not drawn)	.	-2%	-8%	-19%	1.2%	i	0.1	-7%	19%[20 µM]	1.6%
CC(C)(C)OC(=O)N[C@@H](Cc1ccccc1)C(=O)N1CCC(C(=O)N[C@@H](CCC(N)=O)C(=O)O)CC1	4%	0%	12%	-6%	1.3%	i	0.8	-4%	33%	-3.7%
COc1cc(/C=C/C(=O)NC(=O)c2ccccc2O)ccc1O	-4%	-3%	8%	-65%	0.0%	i	0.9	-7%	-7%	5.1%
COc1ccc(CC(=O)NNC(=O)CCc2ccccc2)cc1	7%	4%	10%	-20%	-1.1%	i	0.3	-8%	-16%[20 µM]	-4.8%
COc1ccccc1C(=O)Nc1ccc2nc3n(c(=O)c2c1)CCCC3	-3%	4%	25%	-2%	-0.5%	i	0.1	-5%	-20%	-3.9%
Cc1ccc(C2CC2C(=O)NN)cc1 (stereo not drawn)	-3%	-4%	20%	15%	-2.1%	i	1.8	-8%	3%	0.2%
Cc1cc(C)n2nc(-c3sccc3-n3cccc3)cc2n1	8%	-4%	15%	-13%	1.1%	i	0.6	-6%	14%	-1.6%
COc1ccc(N2CC(NC(=O)N3CCN(c4ccccc4)CC3)CC2=O)cc1 (stereo not drawn)	-6%	-4%	9%	-33%	0.9%	i	0.3	-6%	-24%	-1.8%
O=C1NCCN1C(=O)C12CC3CC(CC(C3)C1)C2	2%	1%	15%	23%	-3.4%	i	1.4	-11%	-35%	-2.9%
CC(C)N(C(=O)CSc1nnc(CN2CCCCCC2=O)n1-c1ccccn1)C(C)C	-2%	5%	5%	-6%	3.5%	i	11	2%	5%	-5.1%
CN(C(=O)c1cccc(OC2CCN(S(=O)(=O)N(C)C)CC2)c1)C1CCOC1 (stereo not drawn)	.	2%	1%	1%	-0.2%	i	0.0	-6%	13%	-3.4%
CN(C)C(=O)c1nc(C#N)c(N(C)C)o1	9%	-2%	0%	-15%	-2.7%	i	3.5	-4%	16%	10%
The results go on.
SMILES	PhoP inhibition	SIAH1 antagonists	HEK293 NOD2/NF-kB	NOD1 inhibition	HIV fusion peptide	Myeloid diff MLP	Myeloid diff MLP GFP+ MAC1+ %	LYP inhibition	KOR beta-arrestin-1	KOR beta-arrestin-2
O=C(COC(=O)c1ccccc1[N+](=O)[O-])NCCCc1ccccc1	5%	-1%	-11%	-7%	0.4%	i	1.0	-6%	10%	-5.4%
COC(=O)c1sccc1NC(=O)c1cc(OC)cc(OC)c1	6%	16%	8%	-5%	-1.9%	i	0.8	-2%	-10%	2.0%
Cc1nc2ccccc2c(=O)n1NC(=O)c1ccccc1Br	-6%	4%	1%	-1%	-1.3%	i	0.5	-7%	1%	-6.6%
O=C(NCC1CCCO1)C(Cc1ccccc1)N1C(=O)C2C3C=CC(C4CC34)C2C1=O (stereo not drawn)	-3%	3%	3%	-28%	0.0%	i	0.2	-4%	-21%	-3.9%
Cc1sc(NC(=S)NC(=O)c2ccco2)c(C#N)c1C	-2%	2%	-45%	-51%	4.6%	i	0.5	0%	-9%	1.2%
Cc1c(Cl)c(C(=O)NNC(=S)NCc2ccco2)nn1C	-1%	6%	2%	-34%	-0.3%	i	2.5	-6%	-38%	-6.0%
O=C(c1ccc(OC2CCN(CCc3ccccc3)CC2)cc1)N1CCCCC1CCCO (stereo not drawn)	-5%	11%	0%	-11%	3.3%	i	0.4	-8%	2%	1.2%

Looked up one by one from the list above, three records:
SMILES	PhoP inhibition	SIAH1 antagonists	HEK293 NOD2/NF-kB	NOD1 inhibition	HIV fusion peptide	Myeloid diff MLP	Myeloid diff MLP GFP+ MAC1+ %	LYP inhibition	KOR beta-arrestin-1	KOR beta-arrestin-2
O=C(c1ccc(OC2CCN(CCc3ccccc3)CC2)cc1)N1CCCCC1CCCO (stereo not drawn)	-5%	11%	0%	-11%	3.3%	i	0.4	-8%	2%	1.2%
COc1ccc(N2CC(NC(=O)N3CCN(c4ccccc4)CC3)CC2=O)cc1 (stereo not drawn)	-6%	-4%	9%	-33%	0.9%	i	0.3	-6%	-24%	-1.8%
O=C(Cn1nc(-c2ccccc2Cl)ccc1=O)Nc1ccccc1-c1ccccc1	-4%	2%	13%	-29%	0.9%	i	0.4	-4%	-8%[20 µM]	.

Screening results deposited in PubChem by several laboratories.
